# PABP1 MLLE inh – inhibitors of microRNA-mediated deadenylation, human PABP1 MLLE binding; GST-MLLE / FITC-PAM2 fluorescence polarization; P11940; hit rate 0.36% among 360,000; inhibition, % at 20 µM; in the data active means inhibition above about 35%, passing the limit was not always enough;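 further: plate controls were DMSO wells with GST-MLLE for no effect and wells lacking GST-MLLE protein for full effect; some results filed as inactive read as strong as hits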
# MsrA act – activates bovine MsrA enzyme. purified bovine MsrA, absorbance read-out. activation, % at 10.6 µM. hit rate 0.3% among 360,000; in the data active means activation above about 7.5%;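 further: 0% = vehicle and 100% = reference activator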
# Rin1-Abl PPI inh – inhibitors of human Rin1-Abl protein interaction. AID 588664. hit rate 0.4% among 360,000. TR-FRET Rin1/Abl binding, biochemical. P00519+Q13671. inhibition, % at 7.35 µM; in the data active means inhibition above about 5%, passing the limit was not always enough
# TbMetRS inhib – Trypanosoma brucei MetRS inhibition. purified T. brucei MetRS, ATP depletion, Kinase-Glo luminescence. inhibition, % at 11.9 µM. hit rate 0.4% among 360,000. AID 624268;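 active means inhibition above a per-plate cutoff of the control wells' mean inhibition plus 3 SD, cut at about 5.5% in these data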;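 further: 0% = DMSO wells median and 100% = median of wells with control inhibitor compound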
#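 Material: T. brucei methionyl-tRNA synthetase, purified; reagent: substrates ATP, L-methionine and bulk Escherichia coli tRNA; dosing: 11.9 µM single point; timing: 15 min plus 2 h at 25 °C; detection: luminescence of leftover ATP; evaluation: % inhibition; control set: DMSO-only wells as low control; replicates: singlicate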
# E coli Lon inh – E. coli protease La inhibition; hit rate 0.42% among 360,000; purified E. coli Lon protease, fluorescence polarization; P0A9M0; AID 602123; inhibition, % at 7.94 µM; in the data active means inhibition above about 13%, passing the limit was not always enough;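 further: 0% = enzyme with probe and DMSO and 100% = no enzyme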
# Neddyl block – inhibitors of human cullin neddylation; TR-FRET cullin neddylation, biochemical; AID 651699; hit rate 0.58% among 360,000; calls only at 25 µM; in the data active means inhibition above about 36%
# CSN deneddyl inh – blocks human CSN-mediated cullin deneddylation; Purified CSN, SCF-Nedd8-OG deneddylation, fluorescence polarization; inhibition, % at 12.5 µM; AID 651999; hit rate 0.38% among 360,000; Q92905;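 active means pattern-corrected inhibition above about 35%, with an unprinted fluorescence ratio check between 0.5 and 1.5, limit read from the data, passing the limit was not always enough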;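 further: 0% = enzyme with substrate and 100% = substrate without enzyme; some results filed as inactive read as strong as hits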
#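 Assay system: purified human Csn5 enzyme expressed in HEK293T cells; Input: 0.24 nM Csn5 enzyme, final concentration; Reagent: 10 nM SCFSkp2-Nedd8OG; Compound dosing: 12.5 µM single point; Times: reaction 90 min, room temperature; Technique: fluorescence polarization readout.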
# FAS TE block – blocks the thioesterase domain of human fatty acid synthase; hit rate 0.67% among 360,000; inhibition, % at 15 µM; recombinant FAS-TE, OMFH fluorogenic substrate, fluorescence endpoint;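 active means compounds whose normalised, plate-corrected inhibition of enzyme fluorescence in the single-dose primary screen is 50% or more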;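 further: 0% = DMSO with enzyme and 100% = substrate without enzyme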
# MsrA inh – inhibitors of bovine MsrA; purified bovine MsrA, absorbance read-out; hit rate 0.75% among 360,000; AID 651718; inhibition, % at 15.5 µM; in the data active means inhibition above about 4.5%;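 further: 0% = vehicle wells with enzyme and 100% = reference inhibitor wells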
# * marks the source's active call; other numbers are inactive results; i = inactive; . = not tested or not shown.
SMILES,PABP1 MLLE inh,MsrA act,Rin1-Abl PPI inh,TbMetRS inhib,E coli Lon inh,Neddyl block,CSN deneddyl inh,FAS TE block,MsrA inh
COc1cccc(CN2CCNC(=O)C2CC(=O)N(C)CCC2CCOCC2)c1OC (configuration not stated),-1,-1,-6,-0.2,7,i,-1,-5,-0.5
O=C(C1CC1)N1CCc2cc(Br)cc(S(=O)(=O)NCC3COc4ccccc4O3)c21 (configuration not stated),-12,5,5,0.7,1,i,-2,15,-0.8
CCc1nn2c(NCCOC)cc(C)nc2c1-c1ccc(F)cc1,-1,-1,0,-0.4,0,.,2,12,0.1
O=C1N/C(=N\N=C\c2cccs2)SC1Cc1cccc(Cl)c1Cl (configuration not stated),5,-3,0,-0.2,2,i,-17,-3,0.4
CC(CCc1ccccc1)NC(=O)CN1CCOc2ccccc21 (configuration not stated),-5,-1,2,-0.2,-4,i,10,-3,0.7
O=C(Nc1ccc(Oc2ccc(NC(=O)C3CCCO3)cc2)cc1)C1CCCO1 (configuration not stated),8,3,1,-0.1,-3,i,-1,-9,1.3
O=C(NC1CCN(Cc2ccccc2)CC1)c1cccc(S(=O)(=O)Nc2ccc(Br)cc2)c1,-9,-7,4,-0.5,-3,i,7,-2,0.3
COCCNC(=O)C(c1ccc(F)cc1)N(C(=O)CCC(=O)Nc1ccccn1)C1CCCCC1 (configuration not stated),-6,-2,4,-0.3,-1,i,-4,0,-0.1
O=C1CCCN1CC(O)CS(=O)(=O)Cc1ccc(Cl)c(Cl)c1 (configuration not stated),-7,-2,-1,-0.3,-1,i,2,-3,0.3
COc1ccc(/C=N\NC(=O)c2ccc(=O)[nH]n2)cc1O,0,-9,-5,-0.7,12,i,3,-14,3.5
C1CCCN(CCCCN2CCCCCC2)CC1,3,-1,1,0.4,-1,i,2,-6,-0.7
COc1ccc(C2C(C(N)=O)=C(C)Nc3nc(-c4cccc(Cl)c4)nn32)cc1OC (configuration not stated),8,-1,-2,-1.5,0,i,1,2,0.0
Cc1noc(C)c1C(=O)NCc1ccco1,3,2,2,1.5,-5,i,-6,-8,-0.8
CCOC(=O)c1cnc2c([N+](=O)[O-])cnn2c1C,-6,-10,-5,-0.7,4,i,2,-8,3.4
COc1ccc([C@H]2CC(=O)C=C(c3ccc(C(F)(F)F)c(C(F)(F)F)c3)C2)cc1OC,0,0,1,0.3,1,i,-9,39,-0.6
COc1ccc(OCC(=O)Nc2ccc(S(=O)(=O)Nc3nc(C)cc(C)n3)cc2)cc1,5,-3,-2,0.6,15,i,7,-1,-0.8
COc1ccc([N+](=O)[O-])cc1N(CC(=O)Nc1ccccc1C(=O)N1CCOCC1)S(C)(=O)=O,3,-4,3,-0.3,-18,i,3,1,-0.3
COC(=O)[C@H](CC(C)C)N1Cc2cc(OC)cc(OC)c2-c2ccccc2S1(=O)=O,-77,6,3,-0.3,-10,.,7,11,-0.5
CCc1ccc(OCc2nnc(SCC(=O)N3CCOCC3)o2)cc1,1,1,3,-0.3,1,i,2,-1,0.8
Clc1ccc2nc3ccccn3c2c1,-4,2,-6,-0.2,0,.,5,-2,2.1
CS(=O)(=O)Nc1nnc(SCC(=O)Nc2cccc([N+](=O)[O-])c2)s1,-30,-2,1,0.5,-5,i,3,-4,0.1
CCOC(=O)N1CCN(C(=O)CN(C2CCCCC2)S(=O)(=O)c2ccc(Cl)cc2)CC1,-9,-1,1,0.5,-7,i,-5,7,1.5
CC(=O)Nc1ccc(S(=O)(=O)NCC2CCC(C(=O)NCCc3ccccc3)CC2)cc1 (configuration not stated),4,-4,2,-0.3,6,i,-1,0,0.8
O=C(Nc1ccccc1N1CCOCC1)C1CCN(S(=O)(=O)c2ccc(Cl)cc2)CC1,14,-6,0,-0.4,-10,i,2,11,2.1
CCOC(=O)C1CN(S(=O)(=O)c2ccc(OC)cc2)c2cc(CC(=O)OC)ccc2O1 (configuration not stated),0,-8,0,-0.6,9,i,8,3,1.2
CN(c1ccccc1)S(=O)(=O)c1cc(C(=O)N2CCN(c3ccccn3)CC2)ccc1Cl,4,0,-1,-0.1,4,i,2,11,-0.7
Cc1ccnc(NC(=O)C2CC(=O)N(c3ccc4c(c3)OCCO4)C2)c1 (configuration not stated),-9,-9,4,-0.2,-2,i,0,-6,-0.7
CCC(CC)C(=O)NCCc1cc2c(OC)ccc(OC)c2[nH]c1=O,3,-10,-1,-1.4,-11,i,1,5,1.1
O=C(c1ccc([N+](=O)[O-])o1)N1CCc2ccccc21,6,10*,-5,-0.7,-2,i,-4,14,3.1
O=C(Nc1ccc(Cl)cc1)NC1CCCCC1,-2,-3,2,-0.4,-6,i,-1,-2,1.3
O=C(c1ccsc1)N1CCCC(N2CCN(c3cccc(C(F)(F)F)c3)CC2)C1 (configuration not stated),14,-2,-2,-0.2,-2,i,1,7,-0.3
CCc1ccc(-c2ccc(SCC(=O)NC3CCCC3)nn2)cc1,-4,-2,-3,-0.4,2,i,2,-8,0.1
Cc1cc(C)nc(OC(C(=O)O)C(OCCC(C)C)(c2ccccc2)c2ccccc2)n1 (configuration not stated),1,-2,0,0.4,-8,i,2,-4,-2.0
C#CCOCCOCCOCCNc1nc(N2CCN(C(=O)[C@H](CCCCN)n3cc(CN)nn3)CC2)nc(N2CCN(C(=O)[C@H](CCCCN)n3cc([C@@H](N)CC(N)=O)nn3)CC2)n1,11,0,-2,0.0,1,i,-6,-6,1.6
Cc1ccc(NC(=O)Cn2c(CCC(=O)O)ccc2-c2ccc(Cl)cc2)cc1,-5,-3,1,10*,-12,i,3,9,0.1
Cc1ccc(/C(O)=C2/C(=O)C(=O)N(CCN3CCOCC3)C2c2cccs2)cc1 (configuration not stated),8,-1,-4,0.3,-8,i,0,-5,1.2
CC(=O)Cc1nsc(NC(=O)c2ccc(COc3ccc(C)cc3)o2)n1,-8,-12,3,-1.4,-7,i,3,-4,2.5
COc1cc(/C=N/NC(=O)c2ccccn2)ccc1OC(=O)c1ccc(Br)cc1,-3,-2,2,-0.1,-9,i,2,18,1.8
CC1CCC(N2CCN(c3ncccn3)CC2)C1 (configuration not stated),15,1,3,-0.5,-11,i,-3,-5,1.0
CCn1c(SCC(=O)NC2CCCC2)nnc1C(C)C,0,0,1,-0.8,5,i,-2,-5,0.6
Cc1cccc(C(CC(=O)N2CCCC2)c2ccccc2)c1O (configuration not stated),-19,-5,4,-1.1,-3,i,4,0,0.2
COc1cc(C=O)ccc1OCc1cccc(Br)c1,3,-1,-1,0.5,6,i,-9,15,-0.8
Cc1ccccc1NC(=O)CSc1nc(COc2ccccc2)nc2ccccc12,30,-2,-4,-0.8,2,i,4,12,-1.2
CCN1CCN(c2sc(S(C)(=O)=O)nc2S(=O)(=O)c2ccc(C)cc2)CC1,11,-5,4,0.6,-6,i,2,-3,1.4
CCC(=O)Nc1ccc(C(=O)Nc2ccc(Br)cc2F)cc1,0,-3,3,0.3,-3,i,-4,-1,0.7
CC(C)CCNC(=O)COc1ccc(N(C)S(=O)(=O)c2ccc(F)cc2)cc1,-13,-2,4,-0.5,6,i,6,7,0.3
Cc1cccc2c(C(=O)O)cc(-c3cccnc3)nc12,-10,-2,0,0.4,0,i,-6,0,3.1
CCOC(=O)c1cccc(NC(=O)CSc2nnc(-c3ccoc3C)n2CCOC)c1,1,-3,-2,0.6,4,i,-3,-4,-0.9
Cc1cc(C)cc(OCC(=O)OC(C)C(=O)Nc2ccc(Cl)cn2)c1 (configuration not stated),0,-1,0,-0.7,2,i,-4,-2,-1.5
CC(=O)Nc1ccc(NC(=O)c2ccc(NS(=O)(=O)c3cc(C(C)(C)C)ccc3C)cc2)cc1,12,0,2,-0.6,9,.,1,-5,0.8
Cc1nc(NC(=O)c2c(-c3ccccc3)noc2C)sc1C(=O)N(C)C,5,-6,6,-0.3,-12,i,-5,-3,1.3
O=c1[nH]c(CN2CCN(S(=O)(=O)/C=C/c3ccccc3)CC2)nc2ccccc12,-7,-1,4,1.1,-2,i,3,4,-0.7
CC(OC(=O)CCc1nc2ccccc2c(=O)[nH]1)C(=O)c1ccc(Br)cc1 (configuration not stated),-2,-7,1,-0.7,0,i,4,2,-0.1
COc1ccc2[nH]c(=O)c(CN(C(=O)NC3CCCCC3)C3CCCC3)cc2c1,1,-2,-8,-0.2,-3,i,0,0,0.7
CCc1ccccc1OCC(=O)Nc1cccc(S(=O)(=O)NCc2ccco2)c1,2,-5,-2,1.6,-1,i,3,20,0.6
CCCc1nc(SCC(=O)c2ccc(F)cc2)c2ccccc2n1,31,-6,-3,0.0,-2,i,11,19,-0.1
COc1cc(-c2nnc(SCc3cccnc3)n2C)cc(OC)c1O,8,0,2,-0.1,4,i,7,-7,-1.1
C=CCN1C(=O)c2ccc(C(=O)N(CCC)CC(=O)Nc3ccccc3C)cc2C1=O,-7,1,4,-0.1,-4,i,-2,-4,0.8
Cc1ccc(SCC(=O)Nc2ccccc2N2CCOCC2)cc1,24,-1,-1,-0.1,7,i,-4,13,0.4

# Reformatted with tabs: 10 of the compounds above
SMILES	PABP1 MLLE inh	MsrA act	Rin1-Abl PPI inh	TbMetRS inhib	E coli Lon inh	Neddyl block	CSN deneddyl inh	FAS TE block	MsrA inh
Cc1ccccc1NC(=O)CSc1nc(COc2ccccc2)nc2ccccc12	30	-2	-4	-0.8	2	i	4	12	-1.2
CCN1CCN(c2sc(S(C)(=O)=O)nc2S(=O)(=O)c2ccc(C)cc2)CC1	11	-5	4	0.6	-6	i	2	-3	1.4
CCC(=O)Nc1ccc(C(=O)Nc2ccc(Br)cc2F)cc1	0	-3	3	0.3	-3	i	-4	-1	0.7
CC(C)CCNC(=O)COc1ccc(N(C)S(=O)(=O)c2ccc(F)cc2)cc1	-13	-2	4	-0.5	6	i	6	7	0.3
Cc1cccc2c(C(=O)O)cc(-c3cccnc3)nc12	-10	-2	0	0.4	0	i	-6	0	3.1
CCOC(=O)c1cccc(NC(=O)CSc2nnc(-c3ccoc3C)n2CCOC)c1	1	-3	-2	0.6	4	i	-3	-4	-0.9
Cc1cc(C)cc(OCC(=O)OC(C)C(=O)Nc2ccc(Cl)cn2)c1 (configuration not stated)	0	-1	0	-0.7	2	i	-4	-2	-1.5
CC(=O)Nc1ccc(NC(=O)c2ccc(NS(=O)(=O)c3cc(C(C)(C)C)ccc3C)cc2)cc1	12	0	2	-0.6	9	.	1	-5	0.8
Cc1nc(NC(=O)c2c(-c3ccccc3)noc2C)sc1C(=O)N(C)C	5	-6	6	-0.3	-12	i	-5	-3	1.3
O=c1[nH]c(CN2CCN(S(=O)(=O)/C=C/c3ccccc3)CC2)nc2ccccc12	-7	-1	4	1.1	-2	i	3	4	-0.7

# Source: PubChem
